TMEM16A inh = mouse TMEM16A channel inhibition, primary screen; HEK293 TMEM16A/YFP iodide influx fluorescence, ionomycin; hit rate 1.2% among 310,000; normalized B-score (activity score, 25-100; higher = stronger inhibition) at 10 µM;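 active = ratio plate-corrected score three or more library SD toward inhibition, starting fluorescence score within five deviations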;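 also: score derived from kinetic fluorescence span divided by baseline fluorescence per well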
SKKanGAS inh = SKKanGAS growth inhibition | S. pyogenes SKKanGAS, kanamycin growth, BacTiter-Glo, 6 h | inhibition, % at 7.5 µM | hit rate 1.3% among 300,000 | AID 1662;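 active = mean replicate score, as percent of positive control median, at least 50; inconclusive = mean below 50 but one replicate at or above 50; inactive = mean and every replicate below 50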;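 also: strain carries kanamycin resistance gene driven by streptokinase promoter and grows in 40 µg/ml kanamycin; loss of luminescence reflects streptokinase promoter inhibition or plain growth inhibition; 0% = median of DMSO wells and 100% = positive control at its reference dose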
TRPC6 act = activates the mouse TRPC6 cation channel. HEK293-TRPC6 membrane potential dye fluorescence; hits give high values. B-score at 10 µM. Q61143. AID 2550. hit rate 0.13% among 310,000;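 active = B-score of the integrated fluorescence ratio above library mean plus 3 SD, and starting fluorescence ratio within library mean plus 5 SD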;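 also: higher score means more depolarization so channel activation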
MrgX1 agonist = activates human MrgX1 receptor signaling | AID 588627 | MrgX1-HEK293 cells, Fluo-4 calcium fluorescence, agonist mode; hits give high values | hit rate 0.44% among 310,000 | B-score at 10 µM;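 active = calcium response B-score plate-corrected fluorescence ratio at least 3 library SD, with starting fluorescence B-score inside 5 SD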
Target sequence (Q96LB2 whole entry, looked up): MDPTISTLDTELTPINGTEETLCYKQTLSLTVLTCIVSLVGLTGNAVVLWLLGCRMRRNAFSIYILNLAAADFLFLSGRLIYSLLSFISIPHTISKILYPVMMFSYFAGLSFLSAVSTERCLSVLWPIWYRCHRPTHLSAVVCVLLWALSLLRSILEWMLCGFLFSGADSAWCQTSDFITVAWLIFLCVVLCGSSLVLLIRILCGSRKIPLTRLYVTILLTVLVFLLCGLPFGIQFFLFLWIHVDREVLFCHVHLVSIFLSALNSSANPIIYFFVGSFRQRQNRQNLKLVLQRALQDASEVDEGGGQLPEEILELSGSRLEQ
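Material – MrgX1-expressing HEK293 cells · Input – 15,000 cells seeded per well · Dosing – compound as first of three additions · Times – overnight seeding, then 1 h dark dye loading · Measured by – kinetic Fluo-4 NW fluorescence of intracellular calcium · Read-out – B-scored fluorescence response ratio · Benchmarks – positive and negative control wells on each plate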
TMEM16A act = mouse TMEM16A channel activation, primary screen. Q8BHY3. HEK293 TMEM16A/YFP-H148Q/I152L, iodide quench fluorescence; hits give low values. B-score at 10 µM. hit rate 0.3% among 340,000;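 active = fluorescence-ratio B-score plate-corrected deviation score at least 3 library SD below zero, with starting fluorescence score within 5 deviations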;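 also: channel opened by trigger with iodide after compound preincubation; score built on the fluorescence ratio of max minus min over baseline; more negative score means more quench and so TMEM16A activation or potentiation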
RGS4 inh = inhibitors of human RGS4; P49798; HEK293 M3R/RGS4 inducible, Fluo-4 calcium flux; hits give high values; triggered by carbachol at its EC20; B-score at 10 µM; hit rate 0.45% among 310,000;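 active = B-score, a plate-corrected calcium signal, over three deviations above library mean, with baseline fluorescence within five deviations of library mean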;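 also: RGS4 expression induced by doxycycline in cells with stable M3 receptor; B-score is computed from the integrated fluorescence ratio over baseline after carbachol; higher B-score means a larger calcium signal and so more RGS4 inhibition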
Target sequence (P49798 whole entry, looked up): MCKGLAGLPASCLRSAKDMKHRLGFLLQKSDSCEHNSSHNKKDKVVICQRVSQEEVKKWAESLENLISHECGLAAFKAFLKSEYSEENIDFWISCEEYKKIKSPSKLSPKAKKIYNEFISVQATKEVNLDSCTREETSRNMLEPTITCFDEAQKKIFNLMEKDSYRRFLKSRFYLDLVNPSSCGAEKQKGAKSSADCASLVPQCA
MrgX1 PAM = allosterically activates human MrgX1 receptor signaling; B-score at 10 µM; Q96LB2; MrgX1-HEK293, Fluo-4 calcium flux, FDSS; hits give high values; hit rate 0.63% among 310,000;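 active = plate-corrected calcium response at least 3 library SD above typical, normal starting fluorescence, not activating the receptor alone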;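 also: compound read alongside a low EC10 to EC30 dose of BAM8-22 agonist; peak minus trough fluorescence over baseline measured at the second addition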
TRPC6 inh = blocks the mouse TRPC6 cation channel | Q61143 | HEK293-TRPC6, membrane potential dye, ACh-evoked depolarization; hits give low values | B-score at 10 µM | hit rate 1.1% among 310,000 | AID 2553;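 active = B-score under library mean minus 3 SD, initial fluorescence not abnormally high, positive integrated signal ratio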;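 also: B-score derived from integrated fluorescence ratio over the kinetic read; more negative B-score means stronger inhibition of depolarization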
MrgX1 antag = human MrgX1 receptor antagonism, primary screen; Q96LB2; MRGX1-HEK293 calcium flux, Fluo-4, BAM8-22 antagonism; hits give low values; B-score at 10 µM; hit rate 1.3% among 310,000; AID 588676;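 active = calcium-response B-score plate-corrected more than 3 library SD below zero, starting fluorescence within 5 deviations, no agonist response on first addition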;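 also: peak minus trough fluorescence over baseline after final BAM8-22 challenge near maximal dose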
HDAC3 inhib = human HDAC3 inhibition; hit rate 0.15% among 320,000; recombinant HDAC3, fluorogenic peptide/trypsin coupled, fluorescence; O15379; AID 2718; inhibition, % at 8.3 µM; in the data active = inhibition above about 26%, passing the limit was not always enough; inconclusive = no clear call, values can overlap the other calls
Target sequence (O15379 whole entry, looked up): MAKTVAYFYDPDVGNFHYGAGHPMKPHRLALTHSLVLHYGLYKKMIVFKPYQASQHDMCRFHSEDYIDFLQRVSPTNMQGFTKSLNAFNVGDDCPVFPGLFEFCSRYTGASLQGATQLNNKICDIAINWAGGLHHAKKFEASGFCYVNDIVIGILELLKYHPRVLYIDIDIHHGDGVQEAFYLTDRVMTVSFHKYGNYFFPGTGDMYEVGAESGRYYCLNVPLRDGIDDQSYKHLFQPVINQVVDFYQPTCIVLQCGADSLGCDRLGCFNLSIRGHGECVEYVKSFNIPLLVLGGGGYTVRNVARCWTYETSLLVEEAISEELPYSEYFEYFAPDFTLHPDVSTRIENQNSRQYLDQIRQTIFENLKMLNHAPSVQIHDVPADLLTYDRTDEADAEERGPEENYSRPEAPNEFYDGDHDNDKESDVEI
RGS4 act = RGS4 potentiation or activation; B-score at 10 µM; hit rate 0.92% among 310,000; HEK293 M3R/inducible RGS4, carbachol calcium flux Fluo4; hits give low values;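 active = B-score of the integrated calcium signal more than 4 SD below the library mean, with starting fluorescence not abnormally high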;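 also: negative B-score means reduced calcium response which marks RGS4 activation or potentiation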
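Material: M3R-expressing HEK293 line, RGS4 induced by doxycycline | Schedule: Overnight RGS4 induction, 30 min dye load 37 °C, 20 min compound RT | Measured by: Fluo4 fluorescence kinetic imaging of calcium | Read-out: Integrated calcium ratio converted to B score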
* = called active by the depositor; i = inactive; u = inconclusive; x = not tested or not shown.

SMILES | TMEM16A inh | SKKanGAS inh | TRPC6 act | MrgX1 agonist | TMEM16A act | RGS4 inh | MrgX1 PAM | TRPC6 inh | MrgX1 antag | HDAC3 inhib | RGS4 act
COc1ccc(-c2[nH]ncc2CNCC(C)(C)N2CCOCC2)cc1F | i | -3 | i | i | i | i | i | i | i | 3 | i
COc1ccc2c(c1)C(=O)c1ccccc1CO2 | i | 11 | i | i | i | i | i | i | i | -4 | i
CCOC(=O)C1(CCCc2ccccc2)CCN(CC(O)CO)CC1 (stereo not drawn) | i | -6 | i | i | i | i | i | i | i | 12 | i
O=S(=O)(Nc1ccc(N2CCCCC2)cc1)c1cccc2cccnc12 | i | 3 | i | i | i | i | i | i | i | 8 | i
CCc1noc(C)c1C(=O)Nc1sc(C(=O)N(C)C)c(C)c1C(=O)OC | i | -2 | i | i | i | i | i | i | i | -1 | i
COc1cc2ccccc2cc1C(=O)OCC(=O)N(C)c1c(N)n(Cc2ccccc2)c(=O)[nH]c1=O | i | 24 | i | i | i | i | i | i | i | -13 | i
COCCOC(=O)c1c(C)oc2cc(Br)c(OCC(N)=O)cc12 | i | 1 | i | i | i | i | i | i | i | -1 | i
CN(C(=O)COC(=O)c1ccccc1SCC(=O)N1CCCC1)C1CCS(=O)(=O)C1 (stereo not drawn) | i | 6 | i | i | i | i | i | i | i | 3 | i
COCCn1cnc2c(c1=O)c1nc3ccccc3nc1n2/N=C/c1ccc(OC)c(OC)c1 | i | 16 | i | i | i | i | i | i | i | 3 | i
Cc1cc(N2C(=O)CC(Cc3ccccc3)C2=O)no1 (stereo not drawn) | i | -3 | i | i | i | i | i | i | i | 5 | i
O=C(CN1CC(=O)Oc2ccccc21)OCC(=O)c1ccc(Br)cc1 | i | 4 | i | i | i | i | i | i | i | 3 | i
CCCCn1c(SCC2CCCO2)nc2cc(S(N)(=O)=O)ccc21 (stereo not drawn) | i | -6 | i | i | i | i | i | i | i | -9 | i
CCCCNC(c1ccccc1)c1ccncc1 (stereo not drawn) | i | -10 | i | i | i | i | i | i | i | -2 | i
N#CC1(N2CCN(C(=O)c3ccccc3)CC2)CCCCC1 | i | -3 | i | i | i | i | i | i | i | -3 | i
Cc1cc(S(=O)(=O)NCC(c2ccccc2)c2ccccc2)ccc1-n1cnnn1 | i | 6 | i | i | i | i | i | i | i | -1 | i
CNC(=O)COC(=O)c1ccccc1NC(=O)c1ccco1 | i | -7 | i | i | i | i | i | i | i | x | i
Cc1cc(N/N=C/c2ccncc2)nc2ccccc12 | x | 11 | i | x | i | i | x | i | x | x | i
CC(=O)c1sc(NC(=O)C(C)(C)C)nc1C | i | -4 | i | i | i | i | i | i | i | 2 | i
CCOC(=O)c1c(C)[nH]c(C(=O)CSc2nnnn2-c2ccc(C)cc2)c1C | i | -5 | i | i | i | i | i | i | i | 4 | i
Cc1cccc(NC(=S)NCCc2ccc3c(c2)OCCO3)c1C | i | 3 | i | i | i | i | i | i | i | 1 | i
Cc1ccc2nc(CSc3nnc4ccccn34)cc(=O)n2c1 | i | -18 | i | i | i | i | i | i | i | 1 | i
CC12CN3CC(C)(CN(C1)C3c1c[nH]c3ccccc13)C2=O (stereo not drawn) | i | -1 | i | i | i | i | i | i | i | 2 | i
Cc1cccc2cc(CN(Cc3cccnc3)C(=O)c3cccs3)c3nnnn3c12 | i | -4 | i | i | x | i | i | i | i | 4 | i
O=[N+]([O-])c1ccc(-c2nc(C(Cl)Cl)c3ccccc3n2)cc1 | i | -2 | i | i | i | i | i | i | i | -3 | i
CCOC(=O)C(C)n1cnc2c(nnn2Cc2ccc(Cl)cc2)c1=O (stereo not drawn) | i | -2 | i | i | i | i | i | i | i | 10 | i
COc1cc(OC)c(NC(=O)c2csc(C)c2)cc1Cl | i | -5 | i | i | i | i | i | i | i | 8 | i
O=c1[nH]c(CSc2ccccn2)nc2ccccc12 | i | 1 | i | i | i | i | i | i | i | -2 | i
O=C(COC(=O)c1cc([N+](=O)[O-])ccc1NCc1ccccc1)NC1CCCc2ccccc21 (stereo not drawn) | i | 7 | i | i | i | i | i | i | i | -5 | i
Cc1ccc(-c2nnc3ccc(SCC(=O)N4CCc5ccccc54)nn23)cc1 | i | -5 | i | i | i | i | i | i | i | x | i
O=C(OCC(=O)N1CCOCC1)c1ccc[nH]c1=O | i | -4 | i | i | i | i | i | i | i | 3 | i
CCCCNC(=O)COC(=O)c1cc(S(=O)(=O)N2CCCCCC2)ccc1OC | i | -1 | i | i | i | i | i | i | i | -6 | i
Cc1ccc(CN2CCNC2=O)cc1 | i | -4 | i | i | i | i | i | i | i | -4 | i
CCCCn1c(=O)[nH]c(=O)c2c(C(=O)OCC)cc(-c3ccc(OC(F)F)cc3)nc21 | i | 24 | i | i | i | i | i | i | i | -8 | i
O=C(COc1ccc(Br)cc1)N(Cc1cccs1)C1CCS(=O)(=O)C1 (stereo not drawn) | i | 4 | i | i | i | i | i | i | i | -15 | i
O=C(CCC(=O)Nc1ccccc1)N/N=C/C=C/c1ccccc1 | i | -5 | i | i | i | i | i | i | i | -1 | i
O=C(NCCO)c1ccccc1O | i | -1 | i | i | i | i | i | i | i | -10 | i
Cc1nn(-c2ccccc2)c(N)c1C(O)(CSc1nccn1C)C(F)(F)F (stereo not drawn) | i | -15 | i | i | i | i | i | i | i | -2 | i
Cc1cc(C)cc(Nc2ncc3c(n2)CC(c2ccco2)CC3=O)c1 (stereo not drawn) | i | 15 | i | i | i | i | i | i | i | 5 | i
CN=C(Nc1ccccc1OC)SC1CC(=O)N(c2ccc(C(=O)OC)cc2)C1=O (stereo not drawn) | i | 0 | i | i | i | i | i | i | i | -3 | i
COc1ccc(CCN2CC(C(=O)NCCc3ccc(F)cc3)CCC2=O)cc1 (stereo not drawn) | i | -1 | i | i | i | i | i | i | i | 13 | i
CC(=O)c1ccc(S(=O)(=O)N2CCCc3ccccc32)cc1 | i | 2 | i | i | i | i | i | i | i | 1 | i
N#CCSc1nnc(-c2ccccc2)c(-c2ccccc2)n1 | i | -13 | i | i | i | i | i | i | i | 12 | i
Cc1ccc(N2C(=O)CN(Cc3ccccc3)C2=S)cc1C | i | 17 | i | i | i | i | i | i | i | -2 | i
CSc1ccc(-c2nnn(Cc3ccc(Br)cc3)n2)cc1 | i | 29 | i | i | i | i | i | i | i | 2 | i
COc1ccc(C[C@](C)(N)C(=O)O)cc1OC | i | x | x | i | i | x | i | x | i | 2 | x
COC(=O)CNC(=O)C(C)(C)Oc1ccc(Cl)cc1 | i | -2 | i | i | i | i | i | i | i | 0 | i
O=C(CCC1CCN(C(=O)c2cncs2)CC1)Nc1ccccc1 | i | -1 | i | i | i | i | i | i | i | -1 | i
Cn1c(NCc2cccs2)nc2ccccc21 | i | -3 | i | i | i | i | i | i | i | -4 | i
CC1C/C(=N\NC(=S)NCc2ccccc2)CC(C)(C)C1 (stereo not drawn) | i | u | i | i | i | i | i | i | i | 8 | i
O=c1c2cc(Cl)ccc2nc(-c2ccccc2)n1O | i | 26 | i | i | i | i | i | i | i | 5 | i
CCCCCCNCc1cccc(Br)c1 | i | -5 | i | i | i | i | i | i | i | -3 | i
O=C1C2CCCN2C(c2ccccc2F)N1c1ccc(F)cc1 (stereo not drawn) | i | -9 | i | i | i | i | i | i | i | 3 | i
Cc1nn(-c2ccccc2)c(Cl)c1/C=C(\C#N)C(=O)NC(C)C | i | -3 | i | i | i | i | i | i | i | 2 | i
O=C(NC1CCCC1)C(c1ccco1)N(C(=O)c1csnn1)c1ccccc1 (stereo not drawn) | i | -2 | i | i | i | i | i | i | i | 4 | i
CCc1ccccc1N(C(=O)c1snc(C(N)=O)c1N)C(C(=O)NCC1CCCO1)c1c[nH]c2ccccc12 (stereo not drawn) | i | 9 | i | i | i | i | i | i | i | -1 | i
OCCC1CN(Cc2nc(-c3ccccc3)cs2)CCN1CCc1ccccc1 (stereo not drawn) | i | -3 | i | i | i | i | i | i | i | -6 | i
O=C1C2CCCN2C(c2ccccc2)N1c1ccc(Cl)cc1 (stereo not drawn) | i | 3 | i | i | i | i | i | i | i | 7 | i
COc1ccc(N2CCN(C(=O)c3cc(-c4ccc(F)cc4)[nH]c3C)CC2)cc1 | i | 13 | i | i | i | i | i | i | i | 13 | i
CCOC(=O)CC1C(=O)NCCN1C(=S)NC(=O)c1ccccc1OC (stereo not drawn) | i | 1 | i | i | i | i | i | i | i | 7 | i
CCNC(=O)C1CC(=O)N(Cc2ccc3c(c2)OCO3)C(=Nc2ccc(F)cc2)S1 (stereo not drawn) | i | -2 | i | i | i | i | i | i | i | 3 | i

2 compounds drawn at random from those above, as already listed:
SMILES | TMEM16A inh | SKKanGAS inh | TRPC6 act | MrgX1 agonist | TMEM16A act | RGS4 inh | MrgX1 PAM | TRPC6 inh | MrgX1 antag | HDAC3 inhib | RGS4 act
O=C(NC1CCCC1)C(c1ccco1)N(C(=O)c1csnn1)c1ccccc1 (stereo not drawn) | i | -2 | i | i | i | i | i | i | i | 4 | i
CCOC(=O)CC1C(=O)NCCN1C(=S)NC(=O)c1ccccc1OC (stereo not drawn) | i | 1 | i | i | i | i | i | i | i | 7 | i

(listing goes on)
SMILES | TMEM16A inh | SKKanGAS inh | TRPC6 act | MrgX1 agonist | TMEM16A act | RGS4 inh | MrgX1 PAM | TRPC6 inh | MrgX1 antag | HDAC3 inhib | RGS4 act
c1ccc(Oc2nc(-c3cccnc3)nc3ccccc23)cc1 | i | -7 | i | i | i | i | i | i | i | -21 | i
O=C(NC(=S)Nc1ccccc1Br)c1ccc2c(c1)OCO2 | i | 3 | i | i | i | i | i | i | i | 4 | i
Cc1ccc(NC2CCCN(C(=O)c3cnsn3)C2)cc1C (stereo not drawn) | i | 6 | i | i | i | i | i | i | i | 0 | i
COc1ccc(S(=O)(=O)C(C#N)c2nc3ccccc3nc2N2CCCC(C)C2)cc1 (stereo not drawn) | 100* | 28 | i | i | i | i | i | i | i | -8 | i
CN(C)C(=O)Nc1ccc(F)cc1F | i | 2 | i | i | i | i | i | i | i | 13 | i
N#Cc1ccc(C23CC4(C2)[C@H](CN(Cc2ccc(C(F)(F)F)cc2)[C@@H]4c2ccccc2)C3c2ccccc2)cc1 (stereo partly drawn) | i | 10 | i | i | i | i | i | i | i | 0 | i
CN(C(=O)C12CC3CC(CC(C3)C1)C2)C1CCS(=O)(=O)C1 (stereo not drawn) | i | -7 | i | i | i | i | i | i | i | -7 | i
